# GRK2 aptamer HTS: blocks RNA aptamer binding to human GRK2 | hit rate 0.59% among 330,000 | bead flow cytometry, FAM-aptamer displacement from GRK2 | inhibition of aptamer binding, % at 10 µM | AID 488847 | P25098;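 active = inhibition of aptamer binding above 40%, roughly 3 SD of noise, on plates passing a quality check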;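 also: median bead fluorescence of bound FAM aptamer so fluorescent compounds give negative values; no value below 0 was filed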
# RPL19A TOR yeast: modulators of TOR pathway RPL19A-GFP in S. cerevisiae. S. cerevisiae RPL19A-GFP strain, flow cytometry, 3 h; stronger effect = lower value. percent response vs DMSO, % at 10 µM. hit rate 0.3% among 330,000. AID 2025;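 active = percent response vs DMSO below 50%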;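 also: median channel GFP fluorescence of the barcoded RPL19A-GFP strain; ratio of sample median GFP to plate DMSO average so 100% = DMSO; lower means less RPL19A-GFP as with rapamycin TOR inhibition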
# VLA-4 inh: inhibition in a human VLA-4 binding assay; P13612; VLA-4 expressing cells, ligand binding flow cytometry; inhibition, % (about 7 µM as worked out from the volumes in the protocol); hit rate 0.2% among 330,000; AID 2557; in the data active = inhibition above about 50%
# Target sequence (P13612 whole entry, looked up): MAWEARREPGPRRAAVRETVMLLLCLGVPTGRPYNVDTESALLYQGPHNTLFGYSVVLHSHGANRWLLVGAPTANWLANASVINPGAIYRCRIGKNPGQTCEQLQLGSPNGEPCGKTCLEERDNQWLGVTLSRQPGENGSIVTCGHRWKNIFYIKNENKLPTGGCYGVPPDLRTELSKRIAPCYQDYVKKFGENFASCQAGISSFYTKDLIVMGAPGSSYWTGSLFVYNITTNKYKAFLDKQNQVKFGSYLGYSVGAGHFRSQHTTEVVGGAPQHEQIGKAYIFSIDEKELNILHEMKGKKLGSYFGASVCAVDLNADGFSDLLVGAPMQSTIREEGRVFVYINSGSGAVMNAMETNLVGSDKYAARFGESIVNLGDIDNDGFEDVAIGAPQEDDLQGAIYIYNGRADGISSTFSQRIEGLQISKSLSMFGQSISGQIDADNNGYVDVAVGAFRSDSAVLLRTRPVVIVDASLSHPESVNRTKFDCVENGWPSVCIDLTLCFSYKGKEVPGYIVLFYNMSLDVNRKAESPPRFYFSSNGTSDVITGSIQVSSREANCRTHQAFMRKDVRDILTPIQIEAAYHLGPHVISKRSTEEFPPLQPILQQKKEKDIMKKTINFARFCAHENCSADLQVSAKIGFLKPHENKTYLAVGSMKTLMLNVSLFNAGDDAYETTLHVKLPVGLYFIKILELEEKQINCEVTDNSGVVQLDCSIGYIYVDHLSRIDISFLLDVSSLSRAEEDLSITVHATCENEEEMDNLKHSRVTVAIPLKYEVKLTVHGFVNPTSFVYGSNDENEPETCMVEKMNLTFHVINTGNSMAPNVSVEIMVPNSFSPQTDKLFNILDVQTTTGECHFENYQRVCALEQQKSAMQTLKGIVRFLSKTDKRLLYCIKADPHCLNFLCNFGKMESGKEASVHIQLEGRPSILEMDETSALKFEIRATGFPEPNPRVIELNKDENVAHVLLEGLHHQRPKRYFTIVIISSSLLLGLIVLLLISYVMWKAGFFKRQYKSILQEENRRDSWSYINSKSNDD
# MEP2-GFP yeast: modulators of TOR pathway MEP2-GFP in S. cerevisiae | hit rate 0.51% among 330,000 | S. cerevisiae MEP2-GFP strain, flow cytometry GFP, 3 h; 100% = DMSO control level | AID 2016 | GFP response vs DMSO, % at 10 µM;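 active = GFP response versus DMSO above a set limit, roughly screen mean plus 3 SD, cut at about 180% in these data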;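 also: median GFP fluorescence of the barcode-gated MEP2-GFP cells per well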
# CIT2 TOR yeast: modulators of TOR pathway CIT2-GFP in S. cerevisiae; hit rate 0.065% among 320,000; AID 2029; GFP response vs DMSO, % at 10 µM; S. cerevisiae CIT2-GFP strain, flow cytometry, 3 h; 100 means same as DMSO wells;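 active = GFP response relative to DMSO above a set limit, near the screen mean plus 3 SD, cut at about 150% in these data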;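 also: ratio of well median GFP fluorescence to mean of DMSO wells on the plate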
# LAP4-GFP MLPCN: alters LAP4-GFP fluorescence in TOR pathway yeast screen; AID 2023; hit rate 0.34% among 320,000; GFP response vs DMSO, % at 10 µM; S. cerevisiae LAP4-GFP multiplex, flow cytometry GFP, 3 h; median GFP as percent of DMSO wells;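 active = GFP response vs DMSO above a set limit, about the screen mean plus 3 SD, cut at about 150% in these data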
# Yeast superoxide: yeast age-related superoxide inhibition as caloric restriction mimetic. superoxide response (% of plate mean), % at 10 µM. S. cerevisiae aged cells, superoxide DHE fluorescence; stronger effect = lower value. hit rate 0.18% among 330,000;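 active = superoxide response under a set limit, about three screen SD below normal, cut at about 65% in these data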;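 also: yeast aged for seven days with compound at 30 °C before DHE staining; 100% = average MFI of all compound-treated wells on the plate with controls excluded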
# AGP1-GFP MLPCN: alters AGP1-GFP fluorescence in TOR pathway yeast screen; S. cerevisiae AGP1-GFP multiplex flow cytometry, 3 h; GFP as percent of DMSO wells; GFP response vs DMSO, % at 10 µM; hit rate 0.02% among 320,000;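 active = GFP response relative to DMSO above a set limit, near screen average plus 3 SD, cut at about 150% in these data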;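 also: median GFP channel fluorescence of the gated AGP1 strain per well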
# The depositor's hits bear a star; . = no result given.
# The opening seven compounds, to show the layout:
SMILES,GRK2 aptamer HTS,RPL19A TOR yeast,VLA-4 inh,MEP2-GFP yeast,CIT2 TOR yeast,LAP4-GFP MLPCN,Yeast superoxide,AGP1-GFP MLPCN
Cc1cc(NS(=O)(=O)c2ccc(-c3ccccc3)cc2)no1,3,102,19,104,98,104,103,103
COC(=O)c1cc(Sc2c(Cl)cccc2Cl)ccn1,0,107,-8,112,104,102,81,107
COc1ccc(/C=N/NC(=S)NC2CCS(=O)(=O)C2)cc1 (stereo not drawn),0,105,-2,86,93,77,90,100
c1ccc(-c2csc(Nc3ccccn3)n2)cc1,0,98,2,103,90,92,89,92
Cc1cc(NC(=O)COc2nnc(-c3ccccc3)c3ccccc23)no1,0,100,-6,108,106,105,93,103
C=CCn1c(-c2cccn(Cc3ccccc3)c2=O)n[nH]c1=S,0,101,20,96,96,107,92,103
CN(CC(=O)N1CCCCCC1)S(=O)(=O)c1ccc(Br)s1,0,91,-6,107,110,136,98,115

# This part in full (from the top)
SMILES,GRK2 aptamer HTS,RPL19A TOR yeast,VLA-4 inh,MEP2-GFP yeast,CIT2 TOR yeast,LAP4-GFP MLPCN,Yeast superoxide,AGP1-GFP MLPCN
Cc1cc(NS(=O)(=O)c2ccc(-c3ccccc3)cc2)no1,3,102,19,104,98,104,103,103
COC(=O)c1cc(Sc2c(Cl)cccc2Cl)ccn1,0,107,-8,112,104,102,81,107
COc1ccc(/C=N/NC(=S)NC2CCS(=O)(=O)C2)cc1 (stereo not drawn),0,105,-2,86,93,77,90,100
c1ccc(-c2csc(Nc3ccccn3)n2)cc1,0,98,2,103,90,92,89,92
Cc1cc(NC(=O)COc2nnc(-c3ccccc3)c3ccccc23)no1,0,100,-6,108,106,105,93,103
C=CCn1c(-c2cccn(Cc3ccccc3)c2=O)n[nH]c1=S,0,101,20,96,96,107,92,103
CN(CC(=O)N1CCCCCC1)S(=O)(=O)c1ccc(Br)s1,0,91,-6,107,110,136,98,115
CC(NC(=O)CC12CC3CC(CC(C3)C1)C2)C(=O)O (stereo not drawn),0,104,22,107,107,99,113,114
CCOC(=O)C1CCN(C(=O)C2CCN(S(=O)(=O)c3cc(Cl)ccc3OCC)CC2)CC1,0,103,-5,106,105,103,112,103
FC(F)(F)c1cc(-c2cccs2)nc2cc(-c3cccs3)nn12,9,99,-79,179*,128,143,105,113
Cc1ccccc1S(=O)(=O)c1cc(C#N)c(=O)[nH]c1N,7,105,6,107,103,95,115,102
O=C(CNC(=O)c1ccc(Br)o1)NCC1COc2ccccc2O1 (stereo not drawn),10,92,27,92,87,106,97,98
O=C(CN1CCN(c2ccc(Cl)cc2)CC1)NCc1cccs1,0,107,5,111,109,96,90,105
O=C(NCCc1ccncc1)c1ccccc1F,0,91,1,95,96,99,92,96
Cc1ccccc1NCCC(=O)Nc1ccc(F)cc1,1,101,5,105,104,112,97,105
CN1CCN(C(=O)CCc2nnc3ccc(N4CCC5(CC4)OCCO5)nn23)CC1,0,104,-4,115,113,104,90,108
CCN(C[C@H]1N[C@@](CC)(C(=O)OC)[C@H]2C(=O)N(C)C(=O)[C@@H]12)C(=O)COc1ccccc1,3,100,30,100,98,102,100,103
CCOc1ccc(S(=O)(=O)Nc2cccc(C(=O)N(C)CC(=O)Nc3cccc(OC)c3)c2)cc1,0,87,7,93,87,92,121,92
CCOC(=O)CCC(=O)Nc1ccc(S(=O)(=O)N2CCCCC2)cc1,2,98,27,100,96,100,97,100
CCc1cc(C(=O)COc2ccc(F)cc2)c(O)cc1O,2,105,-9,105,100,112,96,100
COc1ccc(S(=O)(=O)N(C)C)cc1NC(=O)CSc1nc(N)cc(N)n1,2,98,0,103,103,110,108,106
CCC(=O)Nc1nnc(SCC(=O)Nc2ccc3c(c2)OCO3)s1,0,100,8,101,101,97,103,104
CCc1nccn1CCC(=O)NC1CC(C)(C)Cc2c1cnn2-c1cccc(F)c1 (stereo not drawn),1,105,10,105,104,103,103,104
CCCCC(=O)Nc1ccc2c(c1)nc(CCN1CCN(c3ccccn3)CC1)n2C,1,103,-1,106,114,101,93,109
Cc1ccc(SC2CC(=O)N(c3ccc4c(c3)OCCO4)C2=O)cc1 (stereo not drawn),1,98,-8,99,92,100,107,103
Cc1ccc(S(=O)(=O)/N=C(/Nc2ccccc2C)c2ccccc2)cc1,2,101,-7,103,106,95,107,103
COc1ccccc1NC(=O)/C(C#N)=C/C=C/c1ccco1,0,97,8,95,95,110,92,103
CCOC(=O)CCc1c(C)c2ccc(OCC(=O)N(CC)CC)c(C)c2oc1=O,0,98,1,106,101,100,85,104
CC(C)c1cc(C(C)C)n2nc(N)nc2n1,3,102,22,104,100,94,98,101
COc1c(F)c(F)c(C(=O)Nc2ccc3oc(-c4ccncc4)nc3c2)c(F)c1F,0,98,21,102,92,102,99,105
CC(=O)Nc1ccc(S(=O)(=O)Nc2nc3ccc(C)cc3s2)cc1,0,110,5,101,.,112,68,108
CCCC(C)C(=O)Nc1nc(C)c(-c2csc(Nc3ccccc3OC)n2)s1 (stereo not drawn),2,100,13,91,92,98,99,86
COc1cccc(NC(=O)CN(C)C(=O)Cc2c(C)nc3ccccc3c2C)c1,0,95,-1,93,92,97,96,96
Cc1cccc(NC(=S)NCc2ccco2)c1C,3,92,2,93,97,113,93,102
O=C(OCC(=O)N1CCc2ccccc2C1)c1ccc(Cl)c([N+](=O)[O-])c1,0,88,18,93,73,93,80,86
COC(=O)C1=C(c2ccc(OC)cc2)OC(=O)C1(C)C,1,103,1,104,95,105,101,98

# Structures listed above printed as active in MEP2-GFP yeast.
SMILES | GRK2 aptamer HTS | RPL19A TOR yeast | VLA-4 inh | MEP2-GFP yeast | CIT2 TOR yeast | LAP4-GFP MLPCN | AGP1-GFP MLPCN
FC(F)(F)c1cc(-c2cccs2)nc2cc(-c3cccs3)nn12 | 9 | 99 | -79 | 179* | 128 | 143 | 113

# Next part:
SMILES,GRK2 aptamer HTS,RPL19A TOR yeast,VLA-4 inh,MEP2-GFP yeast,CIT2 TOR yeast,LAP4-GFP MLPCN,Yeast superoxide,AGP1-GFP MLPCN
CC(C)c1nnc(NC(=O)C2CCCN(C(=O)Nc3ccc(F)cc3)C2)s1 (stereo not drawn),0,105,-2,106,107,104,94,106
COc1cccc(C2C3=C(CC(C)(C)CC3=O)Nc3n[nH]c(C)c32)c1 (stereo not drawn),5,99,5,89,79,96,113,94
COc1ccccc1C1C=C(c2ccc(C)cc2)Nc2nnnn21 (stereo not drawn),2,98,-8,106,99,98,106,100
CCOc1ccc(N(CC(=O)NCCSCc2ccco2)S(=O)(=O)c2ccc(F)cc2)cc1,0,97,3,95,97,94,82,101
COc1cc(OC)cc(-c2nnc(SCC(=O)NCc3cccs3)o2)c1,0,90,-9,89,89,91,105,93
COc1ccc(NC(=O)N2CCCC2C(=O)NC23CC4CC(CC(C4)C2)C3)cc1 (stereo not drawn),4,105,-4,98,99,92,95,102
O=[N+]([O-])c1cc(S(=O)(=O)Nc2cccc(Cl)c2)ccc1N=Nc1c(O)[nH]c2ccccc12,4,100,8,104,104,88,91,98
COc1ccc(S(=O)(=O)N2CCOC23CCN(S(C)(=O)=O)CC3)cc1,4,105,4,106,104,98,98,110
CCc1c(C)nc2c(OC)cccc2c1Cl,33,108,-3,117,106,106,90,112
Oc1ccc(C[C@H]2CNCCN2CCCCC2CCCCC2)cc1,2,90,14,92,88,121,105,.
COC(=O)C(C(=O)Nc1ccc(OC)cc1)C1CCCCCC1 (stereo not drawn),0,99,-12,101,107,99,95,104
Cc1cc(C)cc(N(CC(=O)NCc2ccc(F)cc2)C(=O)c2snc(C(N)=O)c2N)c1,4,102,-4,102,97,87,109,94
Cc1ccc(-n2c(SCC(=O)Nc3cccc(S(=O)(=O)NC4=NCCCCC4)c3)nc3ccccc3c2=O)cc1C,0,99,7,97,98,115,104,111
C=CCNC(=O)/C(C#N)=C/c1ccc(C(=O)O)cc1,2,99,9,95,105,101,101,103
CS(=O)(=O)N(CC(=O)NCCSCc1ccco1)c1ccc(Cl)cc1,1,102,3,115,112,104,99,98
COC(=O)c1ccc(Sc2ccc(C)cc2)c(N)c1,2,95,-2,94,98,98,97,94
COC(=O)C(NC(=O)c1ccco1)(Nc1nc(C)cs1)C(F)(F)F (stereo not drawn),0,99,-9,97,100,100,91,100
COC(=O)c1ccc(N)c(CS(=O)(=O)c2ccc(Cl)cc2)c1,0,100,7,111,99,104,107,103
COc1ccc(S(=O)(=O)CCC(=O)N(C)c2ccc(OC)cc2OC)cc1,2,93,12,96,98,87,131,94
O=C(NCc1ccccc1)c1cncc(Br)c1,0,104,-7,85,111,89,83,95
CSCCC(NC(=O)COc1ccccc1)C(=O)OCCOc1ccc(Br)cc1 (stereo not drawn),6,109,9,107,99,93,93,97
Cc1ccc(NC(=O)CSc2nnc(-c3ccccn3)n2N)c(Br)c1,0,95,1,98,95,106,98,107
CC(=O)N1CCc2cc(S(=O)(=O)CCC(=O)N(C)Cc3ccco3)ccc21,0,89,-2,91,95,84,94,90
COc1cccc(-c2ccc(NC(=O)C3CCCN(Cc4cnc(C)s4)C3)cc2)c1 (stereo not drawn),3,101,0,105,100,100,106,98

# The list goes on, starting with the last three of the part before.
SMILES,GRK2 aptamer HTS,RPL19A TOR yeast,VLA-4 inh,MEP2-GFP yeast,CIT2 TOR yeast,LAP4-GFP MLPCN,Yeast superoxide,AGP1-GFP MLPCN
Cc1ccc(NC(=O)CSc2nnc(-c3ccccn3)n2N)c(Br)c1,0,95,1,98,95,106,98,107
CC(=O)N1CCc2cc(S(=O)(=O)CCC(=O)N(C)Cc3ccco3)ccc21,0,89,-2,91,95,84,94,90
COc1cccc(-c2ccc(NC(=O)C3CCCN(Cc4cnc(C)s4)C3)cc2)c1 (stereo not drawn),3,101,0,105,100,100,106,98
O=C(CCSc1ccccc1Cl)NNC(=O)c1ccncc1,0,99,1,105,96,100,105,102
Cc1nn(-c2ccc(N3CCCCC3)nn2)c(C)c1CCC(=O)Nc1ccccc1F,0,99,10,102,103,106,87,103
COC(=O)c1cccc(NC(=O)C2COc3ccccc3O2)c1C (stereo not drawn),2,96,-7,101,102,94,95,97
CC(=O)c1cccc(NC(=O)N2CCCC2C(=O)Nc2c(C)cccc2C)c1 (stereo not drawn),0,100,-21,111,111,101,92,104
CCN(CC)c1nc(Nc2ccc(Cl)cc2)nc(OCC#N)n1,1,100,3,105,98,105,106,97
Cc1nc(SCc2ccccc2F)c2cnn(-c3ccccc3)c2n1,1,101,2,109,101,92,112,93

# Screening results: PubChem BioAssay, NMMLSC
